From PubChem BioAssay
G9a block: inhibitors of human histone lysine methyltransferase G9a; Q96KQ7; G9a H3K9 monomethylation, AlphaScreen, 2 h; 350,000 tested, 8.8% active; Potency, µM (doses to about 102 µM), for inactives: top-dose activity, negative = inhibition, most hits filed as inhibitors; further: on the % scale 0 is the no-effect control and ±100 the full control effect; nearly all actives have a fitted effect of over 75% in size
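AlphaScreen read-out: biotin-H3K9 peptide (500 nM) methylation by 20 nM enzyme with 20 uM SAM, 2 h at room temperature after 15 min compound preincubation; anti-monomethyl H3K9 antibody plus donor/acceptor beads, 10 min dark.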
PGK inhibitor: inhibitors of T. brucei phosphoglycerate kinase | PGK/GAPDH coupled, Kinase-Glo luminescence, 60 min | Potency, µM (titrated, usually from 57.5 µM), for the others: top-dose activity change, negative = inhibition, usual class: inhibitors | 380,000 tested, 0.043% active | AID 602233; further: on the % scale 0 is the no-effect control and ±100 the full control effect; nearly all actives have a fitted effect of over 60% in size
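Luminescent ATP detection (Kinase-Glo Plus) follows a 60-minute room-temperature incubation, with wells lacking PGK as controls. Buffer: 100 mM TEA (pH 7.6), 5 mM MgCl2, 0.01% Tween-20. Coupling enzyme GAPDH (100 nM final) supplies unstable 1,3-BPG in-well.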
Pin1 inhibitor: inhibitors of human Pin1. Q13526. Pin1 FP peptide displacement, HiFluor488, 10 min. Potency, µM (series often up to 115 µM), without a hit: at the top dose activity, negative = inhibition, most hits filed as inhibitors. 390,000 tested, 0.009% active; active means well fitted inhibition curve with a large enough effect in the polarisation, with a control signal flat, not every such curve was filed as active; inconclusive means small, poorly fitted or top-dose-only effect, or effect the other way, or a change in a side signal; inactive means no such curve, though single readings can be large or run the other way; the % refers to the polarisation; further: on the % scale 0 is the no-effect control and ±100 the full control effect
JMJD2A Tudor: inhibitors of human JMJD2A Tudor domain | O75164 | AlphaScreen JMJD2A-Tudor / H3K4me3 peptide binding | Potency, µM (doses to about 114 µM), for inactives: at the highest dose activity change, negative = inhibition, actives largely listed as inhibitors | 390,000 tested, 4.4% active | AID 504339; further: on the % scale 0 is the no-effect control and ±100 the full control effect; nearly all actives have a fitted effect of over 50% in size
GLS inh: inhibitors of human glutaminase (GLS) | GLS enzymatic activity, qHTS titration | Potency, µM (top dose mostly 45.5 µM), inactives show at the highest dose activity change, negative = inhibition, usual class: inhibitors | 410,000 tested, 0.21% active | O94925 | AID 624170; further: on the % scale 0 is the no-effect control and ±100 the full control effect
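Read-out is an Amplex red fluorescence increase coupled through glutamate oxidase and HRP, measured before and after 30 min room-temperature incubation. hKGA is in 45 mM KH2PO4 (pH 8.2) with 0.02% Tween-20; glutamine added as 1mM solution.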
BLM inh: inhibitors of human Bloom syndrome helicase BLM. recombinant BLM DNA unwinding, fluorescence dequenching. Potency, µM (doses to about 56.1 µM), for inactives: at the top dose activity change, negative = inhibition, hits mostly inhibitors. 350,000 tested, 0.2% active. AID 2528;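 further: plate controls were vehicle for no effect and no enzyme for full effect; nearly all actives have a fitted effect of over 35% in size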
HP1b chromo inh: HP1-beta chromodomain-methylated histone interaction inhibition | AlphaScreen HP1-beta / biotin-H3K9me3 peptide binding | Potency, µM (top dose mostly 114 µM), without a hit: top-dose activity change, negative = inhibition, actives largely listed as inhibitors | 390,000 tested, 0.56% active | AID 540317; further: nearly all actives have a fitted effect of over 70% in size; inactives centre near 23
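AlphaScreen: HP1-beta (50 nM) preformed 30 min with biotin-H3(1-18)K9me3 peptide (50 nM) in PBS pH 7.4, 0.01% Tween-20. Compound added for 30 min at RT, then streptavidin donor/nickel chelate acceptor beads (10 ug/mL) for 30 min.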
BAZ2B inh: BAZ2B (human) inhibition; Q9UIF8; AlphaScreen BAZ2B-H3K14Ac peptide displacement; Potency, µM (doses to about 114 µM), for the others: at the top dose activity change, negative = inhibition, hits mostly inhibitors; 360,000 tested, 4.4% active; further: on the % scale 0 is the no-effect control and ±100 the full control effect; nearly all actives have a fitted effect of over 60% in size
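Multi-concentration screen (max 110 uM) measuring displacement of acetylated histone H3 peptide from BAZ2B by AlphaScreen, using 50 nM protein, 50 nM peptide and 10 ug/mL streptavidin donor plus Ni-chelate acceptor beads.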
POLI inh: inhibitors of human DNA polymerase iota; Q9UNA4; Pol iota fluorescent replication assay, 10 min; Potency, µM (series often up to 115 µM), for the others: at the highest dose activity, negative = inhibition, usual class: inhibitors; 390,000 tested, 1% active; AID 588590
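Pol iota at 10 nM preincubated 15 min with compounds at room temperature; reaction started with fluorescent substrate, 50 nM final. Fluorescence read kinetically at 0 and 10 min; buffer-only wells as negative control.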
* = called active by the depositor; i = inactive; ? = inconclusive; · = no result given; & = joins results of further samples; [ ] = remark or other dose. Unless noted, the call rests on the fitted dose curve; in most records, active means well fitted curve in the direction sought with a large enough effect; inconclusive means small, poorly fitted or top-dose-only effect, or another doubt; inactive means no such curve, though single readings can be large; an effect the other way counts as inactive or inconclusive. Potency means the concentration at half of the fitted maximal effect. A portion of the library; the hit share may differ from the screen's.

G9a block,PGK inhibitor,Pin1 inhibitor,JMJD2A Tudor,GLS inh,BLM inh,HP1b chromo inh,BAZ2B inh,POLI inh,compound
-14%,5%,-2%,-5%,9%,0%,68%[activator],9%,11%,O=C(NC(=S)NC1CCSC1=O)c1ccccc1Cl (stereo unspecified)
-28%[59 µM],-6%,21%,-27%,2%,-8%,4%,-5%,25%,CCN(c1cc(C)cc(C)c1)S(=O)(=O)c1nnc(NC(=O)c2cccs2)s1
·,1%,11%,-8%,-2%,·,31%,·,?,CCC[C@H]1CC(=O)C=C(c2ccc(OC)cc2)ON1C(=O)OC(C)(C)C
-4%,-3%,-2%,-11%,1%,·,-14%,4%,?,CCCCn1c(N)c(N(CC(C)C)C(=O)c2ccc(Br)o2)c(=O)[nH]c1=O
·,-10%,0%,-6%,-1%,6%,19%[57 µM],-6%,-5%,CN1CCCCCC1C(=O)N1CCC(N2CCC(C(=O)N3CCOCC3)CC2)CC1 (stereo unspecified)
6%,i,-1%,-5%,-10%,1%,22%,·,-3%,Cc1nnc(SCC(=O)NC(=O)NCCC(C)C)s1
45µM*,i,-5%,-5%,4%,-2%,14%,-25%,-16%,CC(C)c1ccc(C2C(C(=O)c3ccco3)=C(O)C(=O)N2CC2CCCO2)cc1 (stereo unspecified)
1%[12.7 µM],8%,-5%,-10%,1%,-3%,70%[activator],-2%,17%,CN1C(=S)SC(C)(C)C1/[N+]([O-])=C/c1cccnc1 (stereo unspecified)
·,7%,-7%,-5%,15%,-2%,35%,-4%,-21%,COC(=O)C(C(=O)Nc1nc2ccccc2s1)C1CCCC1 (stereo unspecified)
3%,12%,-1%,?,0%,7%,31%,?,43%[activator],Cc1nc2c(ncn2-c2ccccc2)c(=O)n1NC(=O)CN1CCN(C)CC1
11%[59 µM],-3%,-10%,-7%,30%,-2%,39%,·,23%,CCOC(=O)Cn1nc(N2CCN(c3ccc(F)cc3)CC2)ccc1=O
13%,3%,-1%,-17%,5%,2%,9%,-4%[57.1 µM],-3%,CC1CC(C)CN(S(=O)(=O)N2CCCC(C(=O)NC(C)c3ccccc3)C2)C1 (stereo unspecified)
-2%[59 µM],-5%,-5%,-11%,23%,1%,14%,-2%,8%,CCOc1ccccc1N(CC(=O)NC1CCCC1)C(=O)CCCC(=O)Nc1ccccn1
-8%[12.7 µM],12%,-9%,1%,-1%,·,34%,-1%,7%,Cc1nn(CC(=O)N(C)C)c(C)c1S(=O)(=O)N1CCOCC1
·,-1%,-11%,8%,-3%,0%,36%[activator],9%,-3%,CC(=O)N1c2ccc(S(=O)(=O)NCCc3ccc(S(N)(=O)=O)cc3)cc2CC1C (stereo unspecified)
?,-16%,?,-34%,3%,-14%,29%,?,?,O=C(N/N=C/C=C/c1ccccc1[N+](=O)[O-])c1cc(-c2ccccc2)n[nH]1
·,·,5%,-34%,·,·,9%,·,?,COc1cc(C2Nc3ccccc3C(=O)N2Cc2ccco2)cc(OC)c1OC (stereo unspecified)
·,-8%,6%,-13%,23%,·,25%[57 µM],·,1%,CCOc1ccc(/C(CCC(=O)O)=N/NC(=O)c2cccc(S(=O)(=O)Nc3ccccc3OC)c2)cc1
56%[activator],-3%,-2%,-23%,0%,0%,40%[activator],-2%,12%,O=C(Nc1ccc(NC(=O)c2ccco2)cc1)c1ccco1
7%,-6%,-6%,-8%,0%,-1%,20%,2%,42%[activator],Cc1ccc(Cl)cc1NC(=O)CCC(=O)O
-7%,-1%,-1%,-28%,1%,-5%,-7%,-29%,3%,COc1ccc(NC(=O)C(=O)c2cn(CC(=O)N3CCCC3)c3ccccc23)cc1OC
18%[0.501 µM],i,1%,0%,-1%,-3%,35%[57 µM],-4%,14%,CCCC(=O)N(Cc1cc(=O)[nH]c2ccccc12)c1ccccc1
-7%,-3%,0%,-10%,7%,-2%,37%,-11%,-7%,Cc1cccc(NC(=O)c2ccc3c(c2)C(=O)N(c2ccccn2)C3=O)c1C
-5%,i,-3%,-22%,0%,3%,19%,-22%,27%,CCOC(=O)c1c(NC(=O)CSc2ncccn2)sc2c1CC(C)(C)NC2(C)C
10%[59 µM],8%,18%,0%,-3%,-2%,40%[activator],2%,20%,CCOc1ccc(NC(=O)CC2C(=O)N(c3ccc(OC)cc3)C(=O)N2CCC2=CCCCC2)cc1 (stereo unspecified)
4µM*,-1%,2%,-15%,2%,0%,-17%,-23%,23%,CCC1N=C(SC)NC(C)=C1C(=O)c1ccccc1 (stereo unspecified)
·,-3%,0%,-32%,15%,·,2%,·,?,CCc1cccc2c1Sc1ccccc1CC2N1CCNCC1 (stereo unspecified)
?,-1%,?,-28%,4%,105%[activator],1%,?,?,CN(C)CCCN1C(=O)c2cccc3c([N+](=O)[O-])ccc(c23)C1=O
·,10%,?,?,-3%,·,-21%,·,3%,CCOC(=O)C1Nc2c(cc(C(F)(F)F)cc2[N+](=O)[O-])C2c3ccccc3CC12 (stereo unspecified)
?,-6%[11.5 µM],-2%,-14%,-1%,-7%,21%,-9%,0%,CCN(CC)CCNC(=O)COc1ccc(Cl)cc1Cl
-18%[59 µM],6%,2%,1%,0%,3%,40%[activator],15%,17%,O=C(CCN1CCc2ccccc2C1)Nc1ccccc1F
18%,-9%,?,-24%[57.1 µM],-8%,-9%,33%,-29%,?,CSc1ccc(CCNC(=O)CSc2ccsc2[N+](=O)[O-])cc1
-29%[12.7 µM],0%,1%,79µM*,-7%,-2%,?,11%,4%,Cc1ccc(C)c(S(=O)(=O)N2CC(=O)Nc3ccccc32)c1
17%[59 µM],-1%,-1%,-7%,·,-2%,28%,6%,-4%,Cn1nc(-c2ccc(C(=O)O)cc2)c2ccccc2c1=O
-38%[59 µM],-9%,-8%,-5%,-2%,0%,47%[activator],-2%,17%,CC1CCc2nn(CC(=O)NCCN3CCCCC3C)cc2C1 (stereo unspecified)
14µM*,2%,-1%,-24%,12%,-4%,24%,?,1%&11%,COc1cc(-c2noc(C)c2C#CC2(N)CCCCC2)cc(OC)c1OC
·,2%,2%,-8%,0%,·,40%[activator],·,8%,O=C(NN=Cc1ccccc1O)C(O)c1ccccc1 (stereo unspecified)
2%[59 µM],-6%,3%,-17%,-6%,-5%,41%[activator],-9%,6%,COc1ccc(CNS(=O)(=O)c2ccc3c(c2)NC(=O)C(C)C(=O)N3)cc1 (stereo unspecified)
5%[0.501 µM],-4%,1%,-12%,1%,0%,24%,?,36%[activator],O=C1c2ccccc2C(=O)N1CC1c2ccccc2CCN1C(=O)C1CCCCC1 (stereo unspecified)
?,9%,2%,-10%[11.4 µM],6%,-2%,5%,?,28%,C(=N\N1CCN(Cc2ccccc2)CC1)/c1ccccc1
·,7%,3%,25µM*,2%,·,41%[activator],·,?,C#CCOCCOCCOCCNc1nc(N2CCN(C(=O)[C@H](CC(N)=O)n3cc([C@@H](N)CC(N)=O)nn3)CC2)nc(N2CCN(C(=O)[C@H](CC(N)=O)n3cc([C@@H](N)CC(N)=O)nn3)CC2)n1
32µM*,?,?,7.1µM*,-28%,?,?,·,2.5µM*,O=C(/C=C/c1cccs1)Nc1scc(-c2ccccc2)c1C(=O)O
-1%[59 µM],0%,-6%,-22%,5%,1%,37%,10%[57.1 µM],9%,CC(C)c1ccc(NC(=O)CCNS(=O)(=O)c2ccc3c(c2)CCCC(=O)N3)cc1
